# NF-kB expr up = raises NF-kB expression in human neuronal cells. NF-kB reporter expression; hits give high values. fold change at 12.5 µM. 1.6% of 190,000 active. AID 1239; in the data active = fold change above about 3.3
# APP 5'UTR act = APP 5'UTR luciferase reporter activation; SH-SY5Y APP 5'UTR luciferase reporter, luminescence; zero percent = DMSO vehicle wells; activation, % at 2 µM; 1% of 190,000 active;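 active = activation above a set limit, based on mean plus 3 SD of controls, cut at about 140% in these data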; note: values of inactives mirror those of a sister screen read the other way
# STAT1 inh = STAT1 signaling inhibition. AID 920. NIH 3T3 STAT1-luciferase reporter, IFN-gamma, luminescence. inhibition, % at 5.5 µM. 0.35% of 200,000 active;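 active = inhibition above a set limit, the mean inhibition across all tested compounds plus 3 SD, cut at about 34% in these data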;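 note: 0% = IFN-gamma with DMSO and 100% = IFN-gamma with 300 µM nifuroxazide; values of inactives mirror those of a sister screen read the other way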
# APP 5UTR inh = APP translation inhibition | SH-SY5Y APP 5'UTR-luciferase reporter, luminescence | 0.82% of 190,000 active | inhibition, % at 2 µM;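 active = inhibition above a set limit, derived from the sample mean plus 3 SD, cut at about 45% in these data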; note: values of inactives mirror those of a sister screen read the other way
# STAT3 blocker = inhibitors of IL-6 induced STAT3 signaling. U3A cells, IL-6 STAT3-luciferase reporter, luminescence; host cell line lacks STAT1. inhibition, % at 5.5 µM. AID 862. 0.89% of 190,000 active;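 active = inhibition above the mean inhibition across all screened compounds plus 3 SD, cut at about 44% in these data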;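 note: 0% = DMSO only wells and 100% = 100 µM nifuroxazide control wells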
# STAT1 act = increases IFN-gamma driven STAT1 reporter signal; NIH 3T3 STAT1-luciferase reporter, luminescence; 100% = IFN-gamma alone, no compound; activation (% of control), % at 5.5 µM; 2.6% of 200,000 active;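 active = activation above the screen-wide mean activation plus 3 SD, cut at about 130% in these data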;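 note: raw ratio to IFN-gamma control signal so 100% means no change and 0% no light; values of inactives mirror those of a sister screen read the other way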
# STAT3 activator = STAT3 signaling activation | U3A cells, IL-6 STAT3-luciferase reporter, luminescence; 100% = signal with IL-6 EC80 alone | activation (% of control), % at 5.6 µM | 0.91% of 190,000 active | AID 871;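 active = activation above the screen-wide mean of compound activation plus 3 SD, cut at about 130% in these data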;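 note: 0% = background luminescence of wells with medium and substrate only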
#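 system = STAT3-luciferase reporter U3A cells | reagent = IL-6 stimulus at 33 ng/mL final | timing = 1 h compound pre-exposure, 6 h IL-6 stimulation, 37 °C | measured by = luminescence | evaluation = % activation versus median of IL-6-stimulated wells | control set = IL-6-only wells as 100% reference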
# FLuc inhib CS = Photinus pyralis luciferase inhibition counter-screen; ATPLite firefly luciferase biochemical luminescence, 10 min; inhibition, % at 10 µM; 1.5% of 200,000 active; AID 1006;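 active = inhibition above about 50% when tested at 10 µM, limit read from the data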
# Target sequence (P08659 whole entry, looked up): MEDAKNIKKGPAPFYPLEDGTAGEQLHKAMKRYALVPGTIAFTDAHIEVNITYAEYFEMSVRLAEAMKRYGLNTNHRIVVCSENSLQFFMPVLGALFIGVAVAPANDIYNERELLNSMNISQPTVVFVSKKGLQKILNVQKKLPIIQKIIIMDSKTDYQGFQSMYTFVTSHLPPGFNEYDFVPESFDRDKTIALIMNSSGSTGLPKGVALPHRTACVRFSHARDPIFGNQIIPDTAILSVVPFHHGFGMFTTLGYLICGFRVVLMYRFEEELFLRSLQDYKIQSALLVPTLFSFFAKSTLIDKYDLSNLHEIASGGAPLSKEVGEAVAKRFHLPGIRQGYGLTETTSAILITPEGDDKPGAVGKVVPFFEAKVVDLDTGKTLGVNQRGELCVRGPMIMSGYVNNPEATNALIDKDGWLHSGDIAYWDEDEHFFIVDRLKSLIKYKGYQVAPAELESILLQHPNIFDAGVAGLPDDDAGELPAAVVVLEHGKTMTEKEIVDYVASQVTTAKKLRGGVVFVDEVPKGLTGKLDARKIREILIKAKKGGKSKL
# ROMK primary = modulates human ROMK potassium channel activity; Tet-inducible ROMK, thallium flux fluorescence; actives lie on both sides; P48048; B-score at 10 µM; 2% of 130,000 active;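 active = signal ratio slope over the read window, or its plate-corrected B-score, at least 3 SD from the plate mean, either direction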;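 note: B-score of the F/F0 ratio slope over 7 to 12 s after thallium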
# Target sequence (P48048 whole entry, looked up): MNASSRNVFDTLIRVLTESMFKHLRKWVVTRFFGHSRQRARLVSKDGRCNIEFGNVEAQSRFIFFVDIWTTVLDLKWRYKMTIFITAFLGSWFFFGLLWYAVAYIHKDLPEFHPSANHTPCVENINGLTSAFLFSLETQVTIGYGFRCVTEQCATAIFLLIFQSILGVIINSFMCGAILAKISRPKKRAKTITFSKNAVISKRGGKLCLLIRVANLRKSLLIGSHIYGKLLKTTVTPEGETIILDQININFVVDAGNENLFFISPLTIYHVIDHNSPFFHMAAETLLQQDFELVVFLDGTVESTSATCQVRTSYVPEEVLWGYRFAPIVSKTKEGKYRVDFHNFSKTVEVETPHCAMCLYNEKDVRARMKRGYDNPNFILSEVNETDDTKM
# FLuc stim CS = affects firefly luciferase, flagging false hits in luciferase stimulation screens; P08659; ATPlite luciferase biochemical, luminescence, 10 min; 0 = ATP-free wells, 1 = DMSO control; activation factor at 10 µM; 200,000 tested, under 10 active; AID 1027;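 active = luciferase activation factor, scaled between plate controls, of at least 2 with compound at 10 µM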
#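 Assay system: Luciferase/luciferin detection reagent, cell-free biochemical luciferase assay / Read-out: luciferase activation / Benchmarks: No-ATP low control, compound-free enzyme-plus-ATP high control / Medium: PBS buffer for ATP / Detection: luminescence measurement of luciferase light output / Schedule: 10 min at ambient temperature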
# Numbers without * were called inactive; / = not tested or not shown.
SMILES,NF-kB expr up,APP 5'UTR act,STAT1 inh,APP 5UTR inh,STAT3 blocker,STAT1 act,STAT3 activator,FLuc inhib CS,ROMK primary,FLuc stim CS
Cc1cccc(N2C(=O)CC(N3CCOCC3)C2=O)c1 (stereo unspecified),1.1,14,-4,-14,0,104,105,-4,/,1
O=C(NC(=S)Nc1ccc(S(=O)(=O)Nc2ccccc2)cc1)C1CC1,1.2,2,-2,-2,1,100,101,-2,-0.2,1
CCOC(=O)c1c(C)c(C#N)c2c3ccccc3ccn12,1.1,3,-5,-3,19,105,90,-3,/,1
COc1cc(C2C(C#N)=C(N)Oc3cc(O)ccc32)cc2c1OCO2 (stereo unspecified),1.1,5,-7,-5,2,105,102,-1,0.9,1
CC1CN(C(=O)c2cc3c(=O)n4ccccc4nc3s2)CC(C)O1 (stereo unspecified),1.2,-17,-4,17,2,102,102,-7,-0.23,1.1
O=C(OC(C(=O)Nc1ccc([N+](=O)[O-])cc1Br)c1ccccc1)c1ccccc1 (stereo unspecified),/,-18,0,18,8,98,97,-2,0.12,1
O=C(CCOc1ccccc1)N1CCN(S(=O)(=O)c2cccs2)CC1,1.3,-3,-3,3,-8,102,109,-8,/,1.1
O=C(c1ccccc1)N1CCN(c2ncnc3c(-c4ccccc4)nsc23)CC1,0.93,44,-21,-44,7,118,96,2,/,1
O=C(OCn1nnc2ccccc2c1=O)C1=COCCO1,0.95,-18,-2,18,6,100,101,-6,/,1.1
COC(=O)CNC(=O)COC(=O)Cc1ccc(Cl)cc1,1.1,-29,2,28,0,98,102,-7,0.27,1.1
NC(=O)c1ccc(N2CCN(S(=O)(=O)c3ccccc3)CC2)c([N+](=O)[O-])c1,0.92,-12,24,12,72*,78,41,-7,-1.9,1.1
CCOC(=O)c1c(C(=O)OCC)c(C)n(CCc2ccc(OC)c(OC)c2)c1C,1.3,-20,11,20,22,90,83,-6,-0.76,1.1
COc1cc(/C=N/OCC(=O)NC2CCCCC2)ccc1OCc1ccccc1,1.6,22,-19,-22,-8,117,107,9,-0.022,0.9
O=C(Nc1ccc(-c2nnc(-c3ccccc3)o2)cc1)C1CCCO1 (stereo unspecified),4.1*,26,-70,-26,8,168*,96,21,0.22,0.8
COCCN(C(=O)CCC(=O)Nc1ccccn1)C(C(=O)NCCC(C)C)c1ccc(OC)cc1 (stereo unspecified),0.82,-2,1,2,3,99,99,-8,-0.38,1.1
COc1ccc(C=O)cc1Cn1c(=O)n(CCC(=O)NCc2ccco2)c(=O)c2sccc21,1,17,2,-17,9,96,98,-7,/,1.1
NC(=O)c1c(NC(=O)c2cnccn2)sc2c1CCCC2,1.6,94,-41,-94,9,135*,95,34,0.67,0.7
CCC(=O)Nc1ccc(S(=O)(=O)c2ccc(NC(=O)CC)cc2)cc1,1,-5,-2,5,6,102,97,6,-0.7,0.9
O=C(Nc1nc2ccccc2n1CCN1CCOCC1)c1cn(-c2ccccc2)nc1-c1ccccc1,0.8,-4,8,4,4,92,100,2,/,1
Cc1cc(C)c(NC(=O)C(C)(C)C)c(Cl)c1,1.2,3,9,-3,8,92,99,-9,/,1.1

# The closing 3 entries of the section before come first, to join the parts.
SMILES,NF-kB expr up,APP 5'UTR act,STAT1 inh,APP 5UTR inh,STAT3 blocker,STAT1 act,STAT3 activator,FLuc inhib CS,ROMK primary,FLuc stim CS
CCC(=O)Nc1ccc(S(=O)(=O)c2ccc(NC(=O)CC)cc2)cc1,1,-5,-2,5,6,102,97,6,-0.7,0.9
O=C(Nc1nc2ccccc2n1CCN1CCOCC1)c1cn(-c2ccccc2)nc1-c1ccccc1,0.8,-4,8,4,4,92,100,2,/,1
Cc1cc(C)c(NC(=O)C(C)(C)C)c(Cl)c1,1.2,3,9,-3,8,92,99,-9,/,1.1
CCN(CC)C(=O)C(=O)c1c(-c2ccccc2)[nH]c2ccccc12,1,19,-2,-19,16,102,90,-4,/,1
CCn1c(SCC(=O)NC2CCCCC2)nnc1-c1cc2cccc(OC)c2o1,0.77,3,-1,-3,6,101,98,0,/,1
O=C1NC(c2ccccc2)(C(F)(F)F)SC2=NCCCN12 (stereo unspecified),1.5,-2,4,2,12,98,93,-3,0.32,1
CN1CCN(S(=O)(=O)c2ccc(SCCOc3ccccc3)nc2)CC1,0.71,5,2,-5,-1,98,107,-7,-1.1,1.1
COc1ccc(-c2cc3nc(C)c(CCC(=O)N4CCN(c5ccccn5)CC4)c(C)n3n2)c(OC)c1,0.53,10,-8,-10,11,107,100,-4,-0.0088,1
Cc1ccc(Cl)cc1N1CCN(Cc2nc3ccsc3c(=O)[nH]2)CC1,0.94,/,0,/,-3,100,101,-4,-0.22,1
CC1CC(=O)Nc2ccccc2N1S(=O)(=O)c1cccc(Cl)c1 (stereo unspecified),1.2,-22,4,22,13,96,90,-9,/,1.1
Cc1cc(C)cc(NC(=O)C(=O)NCCc2c[nH]c3ccccc23)c1,1.2,2,-6,-2,6,105,97,-5,0.79,1.1
O=C(O)CCCn1cc(NC(=O)COc2ccc([N+](=O)[O-])cc2)cn1,1.1,5,-9,-5,5,107,106,-8,1.3,1.1
CCOCCOC(=O)C(C)Oc1ccc(Oc2ncc(Cl)cc2Cl)cc1 (stereo unspecified),1.4,-15,-3,15,-3,102,101,-7,/,1.1
O=C(NC(Cc1ccccc1)c1ccc2c(c1)OCCCO2)c1ccccc1 (stereo unspecified),1.2,16,6,-16,3,94,96,-4,-0.47,1
COc1ccc(OCCCC(=O)Oc2ccc(OC)cc2)cc1,1.1,/,2,/,-5,98,111,-1,0.27,1
COc1ccc(Nc2cc(Cl)nc(N)n2)cc1OC,0.84,9,9,-9,9,92,96,-2,0.019,1
Oc1ccc(-c2[nH]nc(-c3ccccc3)c2-c2nc3ccccc3[nH]2)cc1,1.1,-22,3,22,-2,98,101,-4,0.88,1
O=C(c1cnn2c(C(F)F)cc(-c3ccccc3)nc12)N1CCCc2ccccc21,1.2,14,-1,-14,-2,101,109,-6,/,1.1
CCOC(=O)CSC1=NC(=O)CS1,1,-11,19,11,11,82,94,-2,-2.8,1
COC(=O)C1=C(C)N=C2SCCC(=O)N2C1c1ccc(OC(=O)c2ccco2)cc1 (stereo unspecified),1.1,16,-2,-16,-2,102,104,-11,-2.2,1.1
COc1ccc(N(C(=O)c2cccc([N+](=O)[O-])c2)S(=O)(=O)c2cccs2)cc1,1,11,-4,-11,10,102,97,-6,/,1.1
CCN(CC)CCCNC(=S)N(Cc1cccnc1)Cc1cc2cccc(C)c2[nH]c1=O,1,5,-1,-5,7,100,104,-4,-0.74,1
CCC(C)c1ccc(S(=O)(=O)N2CCN(C(=O)COc3ccc4c(C)cc(=O)oc4c3)CC2)cc1 (stereo unspecified),0.56,1,-1,-1,-10,100,116,2,-0.16,1
CCOC(=O)C1CCCN(C(=O)c2cc(Cl)ccc2Cl)C1 (stereo unspecified),0.91,6,1,-6,3,99,99,-4,0.87,1
CC(C)(C)NS(=O)(=O)c1ccc(NS(C)(=O)=O)cc1,1.1,/,-1,/,2,107,99,0,0.61,1
COc1cc(/C=N/NC(=O)Cc2c[nH]c3ccccc23)cc(OC)c1OC,1.1,13,20,-13,11,80,99,2,0.93,1
CCCC/S(C)=N/S(=O)(=O)c1ccc(C)cc1 (stereo unspecified),1.4,-11,-1,11,-2,101,100,-5,0.54,1.1
CCOc1ccc(C(O)Cn2c(=N)n(CCN3CCCCC3)c3ccccc32)cc1 (stereo unspecified),0.52,/,11,/,-2,93,102,-8,-0.95,1.1
CC(C)(Oc1ccc(Cl)cc1)C(=O)OCC(=O)N1CCCC1,0.91,6,7,-6,8,93,98,0,/,1
CCOc1ccc(NC(=O)CN2C(=O)C3CCCN3C2=O)cc1 (stereo unspecified),1.7,-2,-2,2,8,102,97,-2,/,1
O=C(N/N=C/c1ccc(OC2CSC2)cc1)c1ccccc1,1.2,16,-28,-16,-14,125,115,17,0.87,0.8
CCOc1cc(/C=N/Nc2nncc(-c3ccccc3)n2)ccc1O,0.61,-4,-6,4,17,104,87,8,1.2,0.9
CCOC(=O)c1c(C)[nH]c(C(=O)N/N=C\c2ccccc2O)c1C,2.8,-67,-9,67*,36,108,70,6,/,0.9
CCN(CC)c1ccc(N2C(=O)/C(=C/c3cccnc3)SC2=S)cc1,1,8,5,-8,-1,96,110,-3,/,1
CCOC(=O)Cn1c(SC)nc2sc3c(c2c1=O)CC(C)(C)OC3,1.4,-5,-5,5,-3,104,104,-5,-1,1.1
COC(=O)c1sc(N2CCN(c3ccc(Cl)cc3)CC2)nc1N,0.98,34,9,-34,33,92,74,-2,-0.61,1
Cc1nc([N+](=O)[O-])c(C(=O)OCc2ccc(C#N)cc2)n1C,1,0,-5,0,14,104,94,-1,-0.24,1
Cc1c(CCO)c(=O)[nH]n1C(=O)c1ccc(F)cc1,1.6,37,1,-37,5,99,106,3,/,1
CCCCNS(=O)(=O)c1ccc2nc(SCC(=O)c3ccc(C#N)cc3)[nH]c2c1,1.7,1,2,-1,2,100,102,-8,/,1.1
CCNC(=S)Nc1ccc(N(c2ccccc2)C(C)C)cc1,1.6,7,11,-7,8,90,92,-2,0.67,1
COc1ccc(-c2nn(-c3ccccc3)cc2/C=N/n2cnnc2)cc1OC,0.64,1,6,-1,2,95,101,-2,-0.65,1
CCn1ccnc1[C@@H]1C[C@H]2CN(c3ccccc3OC)C(=O)[C@]23CCCN13,1.1,11,9,-11,-1,91,105,-4,1.2,1
CC(=O)Nc1cccc(NC(=O)CCn2cnc3cc(C)c(C)cc32)c1,0.97,0,1,0,-3,99,105,0,0.72,1

# Reprinted at random: 3 records from the list.
SMILES,NF-kB expr up,APP 5'UTR act,STAT1 inh,APP 5UTR inh,STAT3 blocker,STAT1 act,STAT3 activator,FLuc inhib CS,ROMK primary,FLuc stim CS
COC(=O)c1sc(N2CCN(c3ccc(Cl)cc3)CC2)nc1N,0.98,34,9,-34,33,92,74,-2,-0.61,1
CC(=O)Nc1cccc(NC(=O)CCn2cnc3cc(C)c(C)cc32)c1,0.97,0,1,0,-3,99,105,0,0.72,1
CCNC(=S)Nc1ccc(N(c2ccccc2)C(C)C)cc1,1.6,7,11,-7,8,90,92,-2,0.67,1

# Next section
SMILES,NF-kB expr up,APP 5'UTR act,STAT1 inh,APP 5UTR inh,STAT3 blocker,STAT1 act,STAT3 activator,FLuc inhib CS,ROMK primary,FLuc stim CS
CCN(CC)CCCOc1nc(C)nc2c1oc1ccccc12,1.2,13,-3,-13,1,103,102,-6,-1.3,1.1
O=C1c2[nH]nc(-c3ccccc3O)c2C(c2cccc(Cl)c2)N1CC1CCCO1 (stereo unspecified),0.69,6,2,-6,9,98,99,-9,-2.4*,1.1
CC(C)(C)OC(=O)NCCc1nnc(SCc2c(Cl)cccc2Cl)o1,0.79,-2,5,2,6,96,96,-10,-0.94,1.1
O=C1c2ccccc2S(=O)(=O)N1CC(O)Cn1c2ccccc2c2ccccc21 (stereo unspecified),0.99,-9,-3,9,2,102,104,-6,/,1.1
O=c1c2ccccc2ncn1-c1ccc(Cl)cc1[N+](=O)[O-],0.95,2,-5,-2,21,103,85,0,0.11,1
Cn1cc(/C=C2/SC(=O)N(CC(=O)Nc3ccc4c(c3)OCO4)C2=O)c2ccccc21,1.1,-14,10,14,27,78,83,-5,/,1
CC[C@H](CO)NCCN[C@H](CC)CO,1.6,3,10,-3,3,91,99,-3,/,1
